From PubChem BioAssay
Pf apPOL block: Pf-apPOL DNA polymerase inhibition; Recombinant Pf-apPOL, molecular beacon fluorescence, 1.5 h; inhibition, % at 10 µM; 210,000 tested, 0.25% active; AID 1794808
mHTT-CaM PPI inh: mHTT-calmodulin interaction abrogation. P42858. AlphaScreen His-mHTT/GST-CaM binding, luminescence. inhibition, % at 15 µM. 190,000 tested, 3.6% active;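 note: 0% = both proteins with DMSO and 100% = one protein alone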
Numbers without * were called inactive; nt = not tested or not shown; & = joins results of further samples. Cut-off read from the data, not from the text of the source: active = inhibition above about 50%; inactive = the rest. The list is partial; rates above refer to the full screens.

SMILES	Pf apPOL block	mHTT-CaM PPI inh
COC(=O)c1ccccc1S(=O)(=O)N1CCC(c2noc(-c3ccc(F)cc3)n2)CC1	-2	-9
O=C(CSc1nc2c(c(=O)n1-c1ccccc1)SCC2)Nc1ccc(Cl)cc1	-14	10
N#CC1=C(N)Oc2n[nH]c(-c3cccs3)c2C1c1ccncc1 (configuration not stated)	-2	5
CCC(=O)N1CCN(c2ccc([N+](=O)[O-])c(NC3CC3)c2)CC1	-11	12
Nc1c(C(=O)Nc2ccc(Br)cn2)sc2nc3c(cc12)CCCCC3	-8	-9
CC1(C)CNC(=O)CC(C)(C)N1O	-5	-5
Cc1cccc(C(=O)NC2CCCCC2C)c1 (configuration not stated)	-2	-4
Cc1ccc(C2C(C#N)=C(N)Oc3n[nH]c(C(C)(C)C)c32)s1 (configuration not stated)	-2	3&2
CC1CC(C)CN(S(=O)(=O)N2CCCC(C(=O)NCc3ccccn3)C2)C1 (configuration not stated)	-11	1
COc1ccc2[nH]c(C(=O)N3CCN(C(=O)c4ccccc4)CC3)cc2c1	0	3
Cc1noc(C)c1C(=O)N1CCCC1c1cccc(F)c1 (configuration not stated)	0	-2
COc1ccc(OC)c(C=C2Oc3cc(OCC(=O)OCc4ccccc4)ccc3C2=O)c1	-9	-11
CCSC1=C(C#N)C(c2ccc(O)cc2)CC(=O)N1 (configuration not stated)	0	4
O=C(C=Cc1cccs1)NC(=S)NCc1ccccc1	-3	nt
CCOC(=O)c1c(NN=Cc2ccccc2O)n[nH]c1C	-2	nt
COCC(=O)N1CCCn2nc(-c3ccccc3)cc2C1	-2	-11
COc1ccc(/C=C(\NC(=O)c2ccco2)C(=O)Nc2ccc(C(C)=O)cc2)cc1	0	-1
CNC(=O)c1ccc(N(Cc2ccccc2Cl)S(C)(=O)=O)cc1	-10	1
CC(C)CN(CC(C)C)S(=O)(=O)N1CCC(C(=O)NCc2cccnc2)CC1	-6	18
CC[C@H](C)[C@@H](C(=O)OC)N(Cc1cn(Cc2ccccc2)nn1)S(=O)(=O)c1ccccc1Br	-7	-3
CC1CN(C(=O)NCc2cccc(F)c2)CC1c1nc(-c2cccnc2)no1 (configuration not stated)	0	1
O=C(c1ccc(Br)cc1)N1CCc2nc[nH]c2C1	0	3
O=C(Nc1ccccc1)C1CCc2nc(N3CCOCC3)ncc2C1 (configuration not stated)	-4	4
CC(C)NC(=O)Cn1ccc2ccc(N3CCOCC3)nc21	0	2
CC(CC(=O)O)Oc1ccccc1[N+](=O)[O-] (configuration not stated)	-3	nt
CC(C)c1ccc(C(=O)N2CCC(c3cc4n(n3)CCCNC4=O)CC2)cc1	-2	11
O=c1[nH]c(-c2cccc(Cl)c2)nc2ccccc12	-2&-6	-3&-4
CC1=C(C(=O)Nc2ccc(CN3CCC(C)CC3)cc2)C2(CCCCCC2)OC1=O	0	-5
COCCNC(=O)c1cnn2c(C)c(Cc3cccc(Cl)c3)c(C)nc12	-12	45
COc1cc(C=C2SC(=S)N(CC(=O)O)C2=O)ccc1O	-12	27
Cc1nc(N)ncc1-c1nnnn1-c1ccc(-c2ccccc2)cc1	-10	nt
COc1cccc(NC(=O)CNS(=O)(=O)c2ccc(Br)s2)c1	-5	4
O=C(CC1CCN(C(=O)C2CCCCC2)CC1)N1CCN(c2ccccc2)CC1	-5	9
COc1cccc(N2CCN(CC(O)c3ccc4c(c3)OCO4)CC2)c1 (configuration not stated)	2	4
Cc1cc(Br)ccc1OCC(=O)Nc1c(C)cccc1C	-3	-8
Cc1ccc2c(c1)C(=O)NC1(CCN(C(=O)Nc3ccc(C)c(C)c3)CC1)N2C	2	-3
Cn1cnnc1SCC(=O)c1ccc(-c2ccccc2)cc1	0	16
CCc1ccccc1NC(=O)CN(c1cc(Cl)ccc1C)S(C)(=O)=O	-10	1
CC1(C(=O)O)CCC(C(=O)Nc2ccc(F)cc2)C1(C)C (configuration not stated)	2	5
CC1CCCN(C(=O)C2CCCCC2C(=O)O)C1 (configuration not stated)	-1	2

Of the compounds above, 5 have a Cl atom:
SMILES	Pf apPOL block	mHTT-CaM PPI inh
O=C(CSc1nc2c(c(=O)n1-c1ccccc1)SCC2)Nc1ccc(Cl)cc1	-14	10
CNC(=O)c1ccc(N(Cc2ccccc2Cl)S(C)(=O)=O)cc1	-10	1
O=c1[nH]c(-c2cccc(Cl)c2)nc2ccccc12	-2&-6	-3&-4
COCCNC(=O)c1cnn2c(C)c(Cc3cccc(Cl)c3)c(C)nc12	-12	45
CCc1ccccc1NC(=O)CN(c1cc(Cl)ccc1C)S(C)(=O)=O	-10	1

(more compounds)
SMILES	Pf apPOL block	mHTT-CaM PPI inh
CCCCCCN1C[C@H](n2cc(-c3ccc(F)cc3)nn2)[C@@H](O)C[C@@H]1c1ccc(C)cc1	1	32
O=[N+]([O-])c1cc(C=NNc2ccccn2)cs1	-2	nt
CCc1ccc(CNC(=O)c2cn3ccccc3n2)cc1	-9	-8
CCN1CCN(Cc2c(O)ccc3c2OC(=Cc2c[nH]c4ccccc24)C3=O)CC1	-6	54*
O=C(Nc1ccccc1)O[C@@H]1C[C@H]2C[C@@H]1[C@H]1CCCCN1[C@H]2Cc1ccccc1	-6	-3
Cc1ccc(N2CCN(C(=O)c3ccccc3)C(C)C2=O)cc1C (configuration not stated)	-8	-5
O=C(c1ccccc1Cl)N1CCN(c2ccc([N+](=O)[O-])cc2)CC1	-3	-5
Cc1[nH]c(=O)[nH]c(=O)c1CC(=O)NCc1ccccn1	-6	-15
COc1ccc(OCc2nc(C#N)c(NCCN3CCOCC3)o2)cc1	-5	3
CC(Oc1ccc(Cl)cc1Cl)C(=O)Nc1ccncc1 (configuration not stated)	-4	-4

Part of the list above in order of length of the SMILES, low to high.
SMILES	Pf apPOL block	mHTT-CaM PPI inh
CC1CCCN(C(=O)C2CCCCC2C(=O)O)C1 (configuration not stated)	-1	2
COc1cccc(N2CCN(CC(O)c3ccc4c(c3)OCO4)CC2)c1 (configuration not stated)	2	4
O=C(CC1CCN(C(=O)C2CCCCC2)CC1)N1CCN(c2ccccc2)CC1	-5	9
O=C(Nc1ccccc1)O[C@@H]1C[C@H]2C[C@@H]1[C@H]1CCCCN1[C@H]2Cc1ccccc1	-6	-3

(further entries)
SMILES	Pf apPOL block	mHTT-CaM PPI inh
COc1ccc([C@H]2C[C@@H](O)[C@H](n3cc(-c4ccc(F)cc4)nn3)CN2CC2CCCCC2)cc1	-2	15
Cc1cccc(C2CCCN2C(=O)Nc2ccc(Br)cc2)c1 (configuration not stated)	0	-3
CCN(CCN(C)C)CC1CC=CCC1 (configuration not stated)	2	-8
CCN(CC)c1ccc(/C=C2\C(=O)NN(c3ccc(C)c(Cl)c3)C2=O)cc1	0	1
Cc1ccccc1OCC(=O)N1CCC(CCOc2cccnc2)CC1	-7	3
O=C(c1cccc(Cl)c1)N1CCN(c2nc(CN3CCOCC3)cs2)CC1	0	5
N=C(NC(=O)c1cnccc1C(F)(F)F)c1ccccc1	-7	nt
CC1=C(C(=O)Nc2ccccc2)C(c2ccncc2)n2nc(-c3cccnc3)nc2N1 (configuration not stated)	-9	5
COc1ccc(Cl)cc1C(=O)Nc1ccc(S(=O)(=O)Nc2nccs2)cc1	-6	22
COc1ccc(N2CCN(C(=O)C3COc4ccccc4O3)CC2)cc1 (configuration not stated)	-6	5

Among those listed so far, these have a thiophene ring, fused or not:
SMILES	Pf apPOL block	mHTT-CaM PPI inh
N#CC1=C(N)Oc2n[nH]c(-c3cccs3)c2C1c1ccncc1 (configuration not stated)	-2	5
Nc1c(C(=O)Nc2ccc(Br)cn2)sc2nc3c(cc12)CCCCC3	-8	-9
Cc1ccc(C2C(C#N)=C(N)Oc3n[nH]c(C(C)(C)C)c32)s1 (configuration not stated)	-2	3&2
O=C(C=Cc1cccs1)NC(=S)NCc1ccccc1	-3	nt
COc1cccc(NC(=O)CNS(=O)(=O)c2ccc(Br)s2)c1	-5	4
O=[N+]([O-])c1cc(C=NNc2ccccn2)cs1	-2	nt

More records:
SMILES	Pf apPOL block	mHTT-CaM PPI inh
CCOc1ccc(/C=C2\SC(N3CCC(C)CC3)=NC2=O)cc1	-1	3
CC(C)NC(=O)c1ccc2c(c1)nnn2C	-3	1
CCC(CC)C(=O)Nc1c2c(nn1-c1cccc(Cl)c1)CS(=O)(=O)C2	-3	-4
Cc1cc(C2CCCN2C(=O)Nc2ccc(F)cc2F)no1 (configuration not stated)	-1	-5
O=C(C=Cc1ccc([N+](=O)[O-])cc1)Nc1cccc2c1C(=O)c1ccccc1C2=O	2	-2
CN(N)C(=S)NC(C)(C)C	22	nt
CCCc1ccc(Oc2cn[nH]c2-c2ccc(OC)cc2O)cc1	-9	51*
Cc1nc2ccc(NC(=O)c3ccc(Cn4ccnc4)cc3)cc2s1	-2	7
O=C1CC(NCc2ccncc2)C(=O)N1c1ccc(F)cc1 (configuration not stated)	0	-6
CCC(=O)NCCc1csc(C2CCCN(C(=O)c3cccnc3)C2)n1 (configuration not stated)	-3	-6
O=C(NC1CCCCCC1)C1CCC(Cn2c(=S)[nH]c3ccccc3c2=O)CC1 (configuration not stated)	-3	1
COc1ccc([N+](=O)[O-])cc1NC(=O)c1coc(=O)c2ccccc12	4	5
O=C1CSc2ccccc2N1Cc1ccccc1F	28	-28
CC(C)(C)c1[nH]nc2c1C(c1ccc(F)cc1)C(C#N)=C(N)O2 (configuration not stated)	-2	1
Cn1c2ccccc2c2nnc(SCC(=O)Nc3ccc(F)cc3)nc21	-4	16
Cc1cc(C)c2nc(NC(=O)c3ccc(S(=O)(=O)N(C)C)cc3)sc2c1	-2	-5
COc1ccc(-c2c(C#N)c(SCC(N)=O)nc(C)c2C(=O)Nc2ccccc2)cc1	2&-4	11&22
O=C(CCCOc1ccccc1)Nc1cc(Cl)c(Cl)cc1Cl	0	-26
COc1cc([C@@H]2c3cc4c(cc3[C@H](O)C3COC(=O)[C@@H]32)OCO4)cc(OC)c1OC (some centres not stated)	-16	nt
COc1ccc2oc(=O)c(-c3csc(-c4ccc(N(C)C)cc4)n3)cc2c1	-2	-19
CCSc1nnc2c(n1)OC(C(=O)c1ccccc1)Nc1ccccc1-2 (configuration not stated)	-2	37
COc1ccc(N=c2oc3c(C)ncc(CO)c3cc2C(=O)Nc2cccc(C)c2)cc1Cl	37	0
CCOc1ccc(NC(=O)Nc2nnc(COc3ccc([N+](=O)[O-])cc3)s2)cc1	-1	10
COc1ncccc1CN(C)C(=O)c1ccsc1	3	-3
CCOc1cc(C2Nc3ccccc3-c3nnc(SCC)nc3O2)ccc1O (configuration not stated)	-1	0
COc1ccc(N(CC(=O)Nc2ccc(F)cc2)S(C)(=O)=O)cc1OC	-1	-3
Cn1c(-c2ccccc2)cc(=O)c2ccccc21	-4	-4
CC1(C)CC(=O)C2=C(C1)Nc1ncnn1C2c1ccc(OCc2ccccc2)cc1 (configuration not stated)	-3	17
CCc1cc(C2CCCN2C(=O)Cc2cccc(Cl)c2)on1 (configuration not stated)	3	-4
COc1ccc(N(C(=S)Nc2cc(Cl)ccc2Cl)C(C)CC(C)C)cc1 (configuration not stated)	3	nt
O=C(Nc1ccc2c(c1)OCO2)O[C@@H]1C[C@H]2CCC(=O)N3CC[C@@H](C1)[C@@H]23	-3	-1
COc1cccc(/C=C2N=C(/C=C/c3cccc(Cl)c3Cl)OC\2=O)c1	3	2
CN(C(=O)CN1C(=O)NC2(CCCCC2)C1=O)c1ccccc1	-5	2
CCn1cnnc1C1CCCN(Cc2ccc(Br)s2)C1 (configuration not stated)	0	6
CC1(C)OCC2(CO1)CN(C(=O)C1CC=CCC1)C2 (configuration not stated)	-9	-2
C=CCNc1nc(OC)nc(OC)n1	1	-6
O=C(NC1CCCCCC1)c1ccc(Br)cc1	-4	-12
COc1cc(OC)c(NC(=O)CSc2cc(-n3nccc3C)ncn2)cc1Cl	-7	-6
CCc1ccc(S(=O)(=O)N2CCC(c3nc(C(=O)N(C)C)c(C)o3)CC2)cc1	-2	-2
CCc1onc(C)c1C1CCCN1C(=O)Nc1cccc(C)c1C (configuration not stated)	2	-8
c1ccc(N2CCN(C3CCSC3)CC2)cc1 (configuration not stated)	1	-4
COc1cc(C2NC(=O)NC(C)=C2[N+](=O)[O-])ccc1O (configuration not stated)	-4	-6
COc1cc(C)[n+](OC(=O)N2CCCCC2)c(C)c1	-17	6
Cc1ccc(S(=O)(=O)Nc2c(C)cc(C)cc2Cl)cc1	5	-7
COc1cc(-c2nc3ccccc3c(=O)n2C(C)C)cc(OC)c1OC	-2	-1
COc1ccc(OC)c(-c2cc3ccc4c(c3oc2=O)CN(C2CCS(=O)(=O)C2)CO4)c1 (configuration not stated)	-6	-2
O=C(NC1CCCCC1)c1ccc(Cl)cc1	-8	1
O=S(=O)(Cc1ccccc1)N1CCN(C/C=C/c2ccccc2)CC1	1	-4
N#CC(C#N)=CC1=C(N2CCCC2)CCCC1	nt	-4
Cc1ccc(C2=CC(c3cc(Cl)ccc3OC(F)F)n3nnnc3N2)cc1 (configuration not stated)	-2	-9

New compounds follow.
SMILES	Pf apPOL block	mHTT-CaM PPI inh
O=C(NN1C(=O)C2C(C1=O)C1C=CC2C12CC2)c1ccncc1 (configuration not stated)	0	-2
Cc1ccc(C(=O)CSC(=S)SC(C)(C)C)cc1	-1	nt
CC1(C)OC2OC(C(COS(C)(=O)=O)OS(C)(=O)=O)C(OS(C)(=O)=O)C2O1 (configuration not stated)	-22	nt
CC(=O)Nc1ccc(S(=O)(=O)N2CCC(CN3CCC(C)CC3)CC2)cc1	0	-2
CCS(=O)(=O)Nc1ccc(C2(C(=O)NCc3cccc(Cl)c3)CCC2)cc1	-1	-5
COc1ccc(OC)c(NC(=O)c2cccc(Br)c2)c1	4	-9
Cc1ccc(-n2c(SCC(=O)Nc3ccccc3F)nc3c(c2=O)SCC3)cc1	1	8
CCC(=O)Nc1ccc(C)c(NC(=O)c2ccccc2)c1	-8	-1

Record cards (already shown):
COc1ccc(OC)c(NC(=O)c2cccc(Br)c2)c1 across the screens: Pf apPOL block: 4; mHTT-CaM PPI inh: -9
O=C(NN1C(=O)C2C(C1=O)C1C=CC2C12CC2)c1ccncc1 (configuration not stated) across the screens: Pf apPOL block: 0; mHTT-CaM PPI inh: -2
